LmPK inhibitor – blocks Leishmania mexicana pyruvate kinase activity; Q27686; purified LmPK, Kinase-Glo ATP luminescence, 1 h; Potency, µM (highest dose often 57.5 µM), for the others: at the top dose activity change, negative = inhibition, most hits filed as inhibitors; 0.37% of 290,000 active; AID 1721; also: potency is read from the fitted curve at half-maximal effect; % is scaled to controls: 0 for no effect and ±100 for the full control effect
Target sequence (Q27686 whole entry, looked up): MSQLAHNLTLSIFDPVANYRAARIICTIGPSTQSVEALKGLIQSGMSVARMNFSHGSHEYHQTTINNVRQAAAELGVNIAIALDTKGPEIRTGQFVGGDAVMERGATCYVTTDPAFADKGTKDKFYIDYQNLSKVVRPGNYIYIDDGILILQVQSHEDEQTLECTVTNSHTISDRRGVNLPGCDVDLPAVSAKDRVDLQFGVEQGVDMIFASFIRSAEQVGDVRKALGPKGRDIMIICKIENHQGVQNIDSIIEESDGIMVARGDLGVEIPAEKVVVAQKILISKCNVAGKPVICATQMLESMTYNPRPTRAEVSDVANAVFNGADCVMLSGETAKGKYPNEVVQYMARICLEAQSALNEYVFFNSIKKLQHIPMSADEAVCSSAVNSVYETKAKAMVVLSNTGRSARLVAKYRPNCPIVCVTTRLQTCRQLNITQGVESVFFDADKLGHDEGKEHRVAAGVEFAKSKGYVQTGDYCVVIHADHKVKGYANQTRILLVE
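qHTS format; LmPK 0.1 nM; substrates PEP 0.5 mM and ADP 0.1 mM. One-hour room-temperature incubation, then coupled luciferase luminescence; 0.5 nM enzyme wells mark activation.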
Pf growth 96h – P. falciparum growth inhibition at 96 hours. P. falciparum luciferase reporter growth, 96 h. Potency, µM (titrated, usually from 28.7 µM), without a hit: at the top dose activity change, negative = inhibition, most hits filed as inhibitors. 6.9% of 320,000 active. AID 504834; also: potency is read from the fitted curve at half-maximal effect; % is scaled to controls: 0 for no effect and ±100 for the full control effect
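Erythrocytes infected with luciferase-expressing P. falciparum were dispensed at 2% hematocrit and 0.05% parasitemia (final), then incubated with compounds 96 hours at 37 C in 5% CO2. Luminescence after detection reagent addition reported growth.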
Tb PYK inh – T. brucei pyruvate kinase inhibition | Q57TT1 | Potency, µM (doses to about 76.8 µM), for inactives: at the highest dose activity, negative = inhibition, most hits filed as inhibitors | TbPYK enzyme, Kinase-Glo Plus ATP luminescence, 45 min | AID 624173 | 0.12% of 410,000 active; also: potency is read from the fitted curve at half-maximal effect; % is scaled to controls: 0 for no effect and ±100 for the full control effect; nearly all actives have a fitted effect of over 50% in size
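Readout: single end-point luminescence (Kinase-Glo Plus, 10 min). Reaction conditions were TbPYK/substrate plus 130 uM ADP, 45 min at RT, pH 7.2 TEA buffer. No-enzyme wells served as controls, and data were normalized before concentration-response fitting.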
Pf growth 48h – inhibits P. falciparum growth in the first generation, 48 h | P. falciparum luciferase growth in erythrocytes, 48 h | Potency, µM (titrated, usually from 28.7 µM), inactives show at the highest dose activity change, negative = inhibition, hits mostly inhibitors | 5.9% of 310,000 active | AID 504832; also: potency is read from the fitted curve at half-maximal effect; % is scaled to controls: 0 for no effect and ±100 for the full control effect
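Luciferase-expressing P. falciparum in infected erythrocytes (2% hematocrit, 0.1% parasitemia final) in RPMI 1640/0.5% Albumax were exposed to compound for 48 hours at 37 C, 5% CO2; growth read as luminescence.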
Shiga toxin inh – inhibitors of Shiga toxin in Vero cells. Vero cells, Shiga toxin protein synthesis inhibition reporter. inhibition, % at 38.7 µM. 9.2% of 290,000 active; in the data active = inhibition mostly above about 28%, no sharp cut-off; inactive = mostly below about 43%; also: 0% is about no effect
AmpC no deterg – inhibitors of E. coli AmpC beta-lactamase without detergent; 0.52% of 330,000 active; AID 485341; AmpC nitrocefin hydrolysis, absorbance 480 nm, 0.0001% Triton; Potency, µM (highest dose often 57.1 µM), for the others: at the highest dose activity change, negative = inhibition, hits mostly inhibitors;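 also: potency is read from the fitted curve at half-maximal effect; plate controls were no compound for no effect and no enzyme for full effect; nearly all actives have a fitted effect of over 20% in size; some results filed as inactive show a strong effect at the top dose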
Target sequence (P00811 whole entry, looked up): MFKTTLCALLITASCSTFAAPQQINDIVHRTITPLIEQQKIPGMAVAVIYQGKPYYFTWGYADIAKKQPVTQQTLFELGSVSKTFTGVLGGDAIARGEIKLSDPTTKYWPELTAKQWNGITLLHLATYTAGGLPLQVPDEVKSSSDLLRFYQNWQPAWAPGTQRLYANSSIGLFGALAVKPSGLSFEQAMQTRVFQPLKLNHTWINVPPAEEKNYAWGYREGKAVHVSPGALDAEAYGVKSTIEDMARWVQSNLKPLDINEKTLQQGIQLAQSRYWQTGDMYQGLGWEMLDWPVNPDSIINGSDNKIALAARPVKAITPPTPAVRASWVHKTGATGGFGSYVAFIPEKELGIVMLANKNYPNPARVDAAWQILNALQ
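AmpC (5.3 nM in the dispensed reagent) in 20 mM phosphate pH 7.0 with 0.01% (detergent screen) or 0.0001% Triton X-100 was preincubated with compounds for 15 min at room temperature. Nitrocefin was then added from an 800 uM solution, and hydrolysis was followed at 480 nm.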
Cycloheximide cs – counter-screen hit for Shiga toxin inhibitors, cycloheximide; AID 2314; 12% of 300,000 active; cell reporter, cycloheximide protein synthesis inhibition counterscreen; max response, %; in the data active = max response mostly above about 13%, no sharp cut-off; inactive = mostly below about 14%; also: read at 38.3 µM for the half of the compounds with a filed dose; 0% is about no effect
* = called active by the depositor; u = inconclusive; x = no result given; [ ] = another dose, or the depositor's remark. Unless noted, calls follow the shape of the dose curve; as a rule, active = well fitted curve in the direction sought with a large enough effect; inconclusive = small, poorly fitted or top-dose-only effect, or another doubt; inactive = no such curve, though single readings can be large; an effect the other way counts as inactive or inconclusive.

mol	LmPK inhibitor	Pf growth 96h	Tb PYK inh	Pf growth 48h	Shiga toxin inh	AmpC no deterg	Cycloheximide cs
O=C(CCNS(=O)(=O)c1ccccc1)OCC(=O)c1ccc(Br)cc1	x	21.2%	-2.8%	-22.0%	x	19.4%	x
NC(=O)CC(NC(=O)c1ccc(Br)cc1)c1ccc(NCc2ccc(F)c(F)c2)c([N+](=O)[O-])c1 (stereo not drawn)	4.9%	u	4.8%	6.8%	-2.9	-40.6%	12.4
Cc1c(C(=O)NNC(=O)c2ccncc2)oc2ccccc12	x	u	-4.5%	2.2%	x	-20.1%	x
CCOC(=O)c1ccccc1NC(=O)CN(c1ccccc1C)S(C)(=O)=O	0.3%	0.0%	x	x	-9.5	35.4%	-3.9
O=C(c1cccc(N2C(=O)C3C4C=CC(C4)C3C2=O)c1)N1CCN(c2ccccc2)CC1 (stereo not drawn)	9.8%	u	-6.4%	0.4%	12.8	71.4%[activator]	-4.3
O=C(CN(c1ccccc1)S(=O)(=O)c1ccccc1[N+](=O)[O-])N1CCCC1	-2.9%	48.7%[activator]	-5.2%	u	-11.1	3.1%	-7.7
CC(C)[C@H](NC(=O)[C@@H]1Cc2ccccc2CN1C(=O)OC(C)(C)C)C(=O)NCC1CCCO1 (stereo partly drawn)	2.6%	-23.0%	2.3%	u	3.6	51.6%	7.4
CC(NC(=O)C12CC3CC(CC(C3)C1)C2)c1ccc2c(c1)OCCO2 (stereo not drawn)	1.0%	u	2.4%	x	22.9	-4.2%	-4.3
Cc1ccc(NC(=O)CSc2nnc(CNC(=O)c3cccs3)o2)cc1	-0.2%	-2.5%	-7.8%	8.1%	5.2	-28.5%	-2.9
Cc1cc(NCCN2CCOCC2)n2nc(C)c(-c3ccc(Cl)cc3)c2n1	14.7%	u	2.8%	0.0%	-20.4	156.5%[activator]	7.0
COc1ccc(C(=O)O)cc1S(=O)(=O)Nc1ccccc1-c1ccccc1	-5.9%	17.9%	-2.1%	1.9%	23.5	-15.1%	-2.1
CC1(C)CC(NC(=O)C(C)(C)Oc2ccc(Cl)cc2)CC(C)(C)N1	0.7%	29.5%	-1.7%	8.1%	2.2	-4.9%	-1.1
O=C1c2cccnc2C(Nc2ccc(S(=O)(=O)N3CCCCCC3)cc2)N1Cc1ccccc1 (stereo not drawn)	-0.6%	x	2.3%	u	-18.5	100.0%[activator]	-0.5
N#CC1=C(N)Oc2c(oc(CO)cc2=O)C1c1ccsc1 (stereo not drawn)	0.4%	u	-10.5%	x	-14.6	-5.4%	9.6
COc1ccc(NC(=O)c2cnn(-c3ccccc3)c2C)c(OC)c1	-0.3%	-12.6%	-1.6%	-8.3%	4.4	-3.0%	4.6
CC(C)CC(=O)Nc1nnc(SCC(=O)Nc2ccc3c(c2)OCO3)s1	1.8%	u	4.9%	-10.9%	-7.9	-26.2%	-3.9
Cc1cc(C)cc(N=Cc2ccc([N+](=O)[O-])s2)c1	2.5%	-16.7%	-13.5%	0.0%	-3.1	-14.1%	12.7
O=C1COc2ccc(C(=O)CSc3ccc(Br)cc3)cc2N1	x	u	0.0%	u	x	-32.0%	x
Oc1cccc(Nc2c3ccccc3nc3ccccc23)c1	3.1%	-10.7%	0.4%	u	19.2	-52.7%	5.8
O=C(Cn1c(C(=O)N2CCc3ccccc3C2)cc2sccc21)c1ccccc1	6.4%	-4.7%	-17.7%	14.7µM*	-3.9	-17.2%	-3.2
Cc1cc(CNC(=O)c2cc(Br)ccc2Cl)nn1C	-9.7%	x	27.2%	18.1%	-8.9	-19.0%	-2.3
COc1ccc2c(CC(=O)Nc3ccccc3N3CCOCC3)coc2c1	-5.4%	u	1.7%	u	46.7	24.5%	-2.3
Cc1cc(C)c(Nc2cc(S(=O)(=O)O)c(N)c3c2C(=O)c2ccccc2C3=O)c(C)c1	u	u	u	u	-14.2	-3.4%	-8.8
O=C1Cc2cc(S(=O)(=O)Nc3ccccc3Cl)cc3c2N1CCC3	13.7%	-7.8%	-3.4%	u	3.3	-18.5%	-4.5
CCCCn1c(N)c(N(CCOC)C(=O)CN2CC=C(c3ccccc3)CC2)c(=O)[nH]c1=O	0.4%	u	-3.6%	0.2%	21.3	-1.6%	12.6
CCCCn1c(SCC(=O)N2CCCC2)nnc1-c1ccccc1	4.4%	17.3%	-0.7%	x	-17.6	0.2%	-1.4
CCOC(=O)N1CCN(S(=O)(=O)N2CCCC(C(=O)NCCCN3CCCCC3CC)C2)CC1 (stereo not drawn)	7.3%	0.1%	6.2%	u	-7.9	-0.7%	-3.1
COc1ccccc1N1CCN(C(=O)CSc2nnc3c4ccccc4nc(Cc4ccccc4)n23)CC1	1.8%	16.6%	x	u	-11.7	-19.4%	-3.6
Cc1nnc(NC2CCCCC2)[nH]c1=O	-5.9%	u	0.4%	-28.7%	10.7	-20.3%	-1.7
Cc1cc([N+](=O)[O-])nn1CCCC(=O)Nc1sc2c(c1C(N)=O)CCC(C)C2 (stereo not drawn)	-1.7%	63.4%[activator]	1.2%	38.6%[activator]	-4.4	-23.5%	-0.7
Cc1ccc(NS(=O)(=O)c2cc3[nH]c(=O)c(=O)[nH]c3cc2C)c(C)c1	-0.2%	8.0%	1.2%	31.9%[activator]	-5.4	-37.0%	-2.9
Cc1ccc(-c2cc(C(=O)N/N=C/c3ccco3)[nH]n2)cc1	0.0%	-8.2%	1.7%	11.7µM*	32.6	-33.0%	18.8
CCOC(=O)C(Cc1ccccc1)NC(=O)CNC(=O)CNC(=O)OCc1ccccc1 (stereo not drawn)	4.4%	-7.3%	13.7%	30.6%[activator]	-14.2	40.6%	-2.2
CCN(CC(=O)NCc1cccs1)C(=O)CCCOc1ccc(C(C)(C)C)cc1	x	u	-0.3%	u	x	159.5%[activator]	x
Cn1c(C(=O)N2CCCC(C(=O)NCCN3CCOCC3)C2)cc2sccc21 (stereo not drawn)	7.5%	12.0%	2.5%	x	-16.3	32.0%	-2.2
COc1cc(-c2nc(C(F)(F)F)c(OC)o2)cc(OC)c1OC	0.7%	5.0%	-13.6%	9.5%	-12.9	-46.0%	-3.6
COc1ccc(-n2nc(C(=O)NCC(=O)N3CC(C)CC(C)C3)c3ccccc3c2=O)c(OC)c1 (stereo not drawn)	5.7%	14.8%	0.6%	2.08µM*	-7.9	53.2%	7.0
O=C(O)c1ccc(CS(=O)(=O)c2ccc(Br)cc2)cc1	3.3%	u	-0.8%	2.4%	19.9	-11.0%	-3.2
C/C(=N\OCc1ccc(C#N)cc1)c1ccccc1	-27.1%	388.3%[activator]	3.0%	300.7%[activator]	70.2*	-26.3%	42.5*
CC(Sc1nnc2c(n1)C1(C)CCC2C1(C)C)C(=O)Nc1ccccc1 (stereo not drawn)	0.4%	u	2.3%	u	13.1	5.7%	-2.1
CCOC(=O)c1c(CC(C)C)csc1/N=C/C1C(=O)CCCC1=O	2.4%	u	-2.2%	-0.7%	-17.5	-40.5%	8.6
Cc1ccc(-c2nc3cccnc3s2)cc1NS(=O)(=O)c1ccc2c(c1)CCCC2	0.3%	-6.8%	8.6%	9.0%	-2.9	-15.3%	15.1
CSc1nc(N2CCOCC2)c2sccc2n1	-2.3%	3.6%	1.0%	9.8%	-6.1	-1.9%	-1.3
CC(C)N(CCn1c(=S)[nH]c2ccccc2c1=O)C(C)C	2.7%	2.94µM*	2.0%	x	-13.4	-14.5%	-1.8
CN(C)CCC(=O)c1ccc(Cl)cc1	-4.4%	0.1%	-5.0%	42.0%[activator]	-3.6	-8.2%	1.3
O=C(COC(=O)c1ccc(S(=O)(=O)N2CCCCC2)cc1)NCc1ccco1	-3.8%	4.3%	0.3%	10.8%	-10.0	-21.8%	2.2
Cc1ccc2c(c1)/C(=N/N1C(=O)c3ccccc3C1=O)C(=O)N2	-0.6%	-2.5%	1.2%	21.8%	-5.7	-5.0%	-5.6
Cc1ccccc1-c1nnc(SCC(=O)N2CCCC2)o1	-6.4%	-13.6%	-4.5%	54.8%[activator]	79.6*	1.7%	44.4*
O=C1C2C(c3ccccc3)C=CC(c3ccccc3)C2C(=O)N1CCCO (stereo not drawn)	3.8%	20.9%	-2.0%	-6.8%	-27.5	118.0%[activator]	-9.1
Cc1csc(Nc2cccc3ccccc23)n1	-7.2%	26.8%	-4.7%	5.6%	97.1	-42.2%	20.9*

(next part)
mol	LmPK inhibitor	Pf growth 96h	Tb PYK inh	Pf growth 48h	Shiga toxin inh	AmpC no deterg	Cycloheximide cs
Cn1c(=O)c(=O)n(C)c2cc(S(=O)(=O)N3CCCC3C(=O)NCc3ccco3)ccc21 (stereo not drawn)	5.7%	-2.0%	1.2%	79.9%[activator]	18.9	-2.1%	3.6
O=C(O)Cc1ccc(NC(=O)COc2ccc3ccccc3c2)cc1	-7.3%	0.0%	-3.2%	1.9%	-27.1	-24.1%	-1.9
CCN1CCN(C(=O)Cn2ncc3c2-c2ccccc2OC3)CC1	1.6%	u	4.2%	x	-6.2	-9.3%	-4.5
COc1c(F)c(F)c(C(=O)Nc2ccc(N3CCN(C(C)=O)CC3)c(Cl)c2)c(F)c1F	2.6%	x	-3.2%	u	-6.4	39.5%	0.4
Cc1cc(C)n2nc(SCC(=O)N(CCC#N)c3ccccc3F)nc2n1	x	u	2.6%	u	x	-14.5%	x
Cc1cc(C(C)(C)C)oc1C(=O)NCCCNC(=O)c1oc(C(C)(C)C)cc1C	2.8%	3.9%	-2.5%	2.3%	-9.2	-3.7%	-2.6
CCN1C(=O)C(=O)N(Cc2ccc(OC)c(F)c2)C1=O	0.0%	20.2%	0.0%	14.6%	0.6	-5.5%	-2.6

Single records (already shown). Screens in order: LmPK inhibitor, Pf growth 96h, Tb PYK inh, Pf growth 48h, Shiga toxin inh, AmpC no deterg, Cycloheximide cs
Profile of O=C(O)Cc1ccc(NC(=O)COc2ccc3ccccc3c2)cc1 → -7.3%, 0.0%, -3.2%, 1.9%, -27.1, -24.1%, -1.9
Profile of CCN1C(=O)C(=O)N(Cc2ccc(OC)c(F)c2)C1=O → 0.0%, 20.2%, 0.0%, 14.6%, 0.6, -5.5%, -2.6
Profile of Cc1cc(C)n2nc(SCC(=O)N(CCC#N)c3ccccc3F)nc2n1 → x, u, 2.6%, u, x, -14.5%, x
